GSTO1 counter: inhibitors of recombinant GSTO1, primary screen, counter-screen for RBBP9 inhibitor project, biochemical, fluorescence polarization; activity-based probe fluorescence polarization; inhibition, % at 5.96 µM; 300,000 tested, 1.1% active;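 active = inhibition above the campaign mean inhibition plus 3 SD, cut at about 35% in these data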;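 note: 0% = GSTO1-1 with DMSO and 100% = wells lacking GSTO1-1 enzyme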
LYPLA1 inh: LYPLA1 inhibitors, primary screen, counter-screen for PME1 inhibitor project, biochemical, fluorescence polarization, FP-Rh probe ABPP | Acyl-protein thioesterase 1 (Homo sapiens), O75608 | recombinant LYPLA1 | inhibition, % at 5.9 µM | 320,000 tested, 0.16% active | AID 2174, 2009;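 active = inhibition above the mean of all tested compounds plus 3 SD, set per campaign, cut at about 14% in these data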;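 note: inhibitors block serine hydrolase probe labeling of LYPLA1 so polarization falls; 0% = enzyme with DMSO and 100% = wells lacking LYPLA1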
LYPLA2 inh: LYPLA2 inhibitors, primary screen, counter-screen for PME1 inhibitor project, biochemical, fluorescence polarization, FP-Rh probe ABPP; inhibition, % at 5.9 µM; Acyl-protein thioesterase 2 (Homo sapiens), O95372; recombinant LYPLA2; 320,000 tested, 0.38% active;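 active = inhibition above the screen-wide mean plus 3 SD, limit set per campaign, cut at about 26% in these data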;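 note: 0% = LYPLA2 with DMSO and 100% = wells lacking LYPLA2 enzyme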
PAD4 inh: human PAD4 inhibitors, primary screen, biochemical, fluorescence polarization, 1536-well format | recombinant PAD4, RCA probe fluorescence polarization | inhibition, % at 6.36 µM | AID 485272, 2010 | 330,000 tested, 0.41% active;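 active = percent inhibition above a cutoff equal to the mean of all tested compounds plus 3 SD, cut at about 15% in these data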;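 note: 0% = PAD4 with RCA probe and DMSO and 100% = probe without PAD4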
PAFAH1B2 inh: PAFAH1B2 enzyme inhibitors, primary screen, biochemical, fluorescence polarization, human. Platelet-activating factor acetylhydrolase IB subunit alpha2 (Homo sapiens), P68402. recombinant PAFAH1B2, FP-rhodamine activity probe. inhibition, % at 3.39 µM. 340,000 tested, 1.2% active;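 active = inhibition above the mean of all tested compounds plus 3 SD, cut at about 24% in these data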;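 note: 0% = enzyme with DMSO and 100% = wells lacking PAFAH1B2; many of its hits are not listed in these tables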
Target sequence (P68402 whole entry, looked up): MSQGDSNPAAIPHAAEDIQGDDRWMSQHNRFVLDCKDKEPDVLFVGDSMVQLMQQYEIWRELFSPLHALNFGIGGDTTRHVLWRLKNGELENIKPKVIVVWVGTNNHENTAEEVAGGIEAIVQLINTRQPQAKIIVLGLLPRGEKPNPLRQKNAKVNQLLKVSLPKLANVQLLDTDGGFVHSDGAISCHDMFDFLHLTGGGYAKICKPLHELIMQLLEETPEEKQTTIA
PAFAH1B3 FP inh: PAFAH1B3 enzyme inhibitors, primary screen, biochemical, fluorescence polarization, human; inhibition, % at 3.39 µM; AID 492972, 2010; recombinant PAFAH1B3, FP-rhodamine probe; 340,000 tested, 0.28% active;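 active = inhibition above the screen-wide average of all tested compounds plus 3 SD, cut at about 25% in these data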;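 note: 0% = enzyme with DMSO only and 100% = wells lacking PAFAH1B3 protein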
Target sequence (Q15102 whole entry, looked up): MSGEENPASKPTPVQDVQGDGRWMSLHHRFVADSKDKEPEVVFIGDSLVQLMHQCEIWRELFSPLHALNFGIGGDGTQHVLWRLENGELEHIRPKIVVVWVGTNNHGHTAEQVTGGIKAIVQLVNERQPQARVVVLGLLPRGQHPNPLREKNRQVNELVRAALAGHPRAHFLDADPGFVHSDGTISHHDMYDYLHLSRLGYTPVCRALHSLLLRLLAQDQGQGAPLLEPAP
PAFAH2 FP inh: PAFAH2 enzyme inhibitors, primary screen, biochemical, fluorescence polarization, human; recombinant PAFAH2, FP-rhodamine activity probe; 340,000 tested, 0.99% active; Platelet-activating factor acetylhydrolase 2, cytoplasmic (Homo sapiens), Q99487; inhibition, % at 3.39 µM;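 active = inhibition above the mean over all tested compounds plus 3 SD, cut at about 30% in these data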;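 note: inhibitors block probe labeling of enzyme so polarization drops; 0% = enzyme with DMSO and 100% = wells lacking PAFAH2 protein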
PME-1 inh: PME-1 inhibitors via competitive probe labeling, primary screen, biochemical, fluorescence polarization, FP-Rh probe, HTS | 320,000 tested, 0.53% active | inhibition, % at 5.9 µM | recombinant PME-1;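 active = inhibition above the campaign mean of all compounds plus 3 SD, cut at about 26% in these data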;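 note: competitive labeling of PME-1 active site by serine hydrolase directed probe; 0% = PME-1 with DMSO and 100% = wells lacking PME-1 enzyme; inhibitors block probe labeling so polarization falls and inhibition rises; many of its hits are not listed in these tables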
pPAFAH FP inh: pPAFAH enzyme inhibitors, primary screen, biochemical, fluorescence polarization, human | recombinant pPAFAH, FP-rhodamine probe fluorescence polarization | inhibition, % at 3.39 µM | AID 463082, 2010 | 330,000 tested, 1.5% active | Platelet-activating factor acetylhydrolase (Homo sapiens), Q13093;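 active = inhibition above the mean inhibition across the screen plus 3 SD, cut at about 25% in these data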;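 note: inhibitors block binding of the rhodamine activity-based probe so polarization drops; 0% = enzyme with DMSO and 100% = wells lacking pPAFAH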
Target sequence (Q13093 whole entry, looked up): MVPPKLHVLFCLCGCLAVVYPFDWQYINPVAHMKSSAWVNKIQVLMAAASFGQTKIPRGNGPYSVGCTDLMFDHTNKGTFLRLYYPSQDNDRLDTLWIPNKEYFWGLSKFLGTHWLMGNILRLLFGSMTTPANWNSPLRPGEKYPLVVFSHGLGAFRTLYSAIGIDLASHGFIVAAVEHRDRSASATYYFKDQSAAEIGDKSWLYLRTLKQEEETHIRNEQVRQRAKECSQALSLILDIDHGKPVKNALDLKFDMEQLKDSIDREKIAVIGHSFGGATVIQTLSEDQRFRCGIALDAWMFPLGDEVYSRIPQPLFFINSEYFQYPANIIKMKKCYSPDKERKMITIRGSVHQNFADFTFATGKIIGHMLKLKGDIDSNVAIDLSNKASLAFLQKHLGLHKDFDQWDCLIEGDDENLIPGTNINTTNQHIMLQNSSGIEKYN
The depositor's hits bear a star; · = not tested or not shown.

canonical_smiles	GSTO1 counter	LYPLA1 inh	LYPLA2 inh	PAD4 inh	PAFAH1B2 inh	PAFAH1B3 FP inh	PAFAH2 FP inh	PME-1 inh	pPAFAH FP inh
C#CC1(O)CC(C)NCC1(C)CCC#N (stereo not given)	-3	-1	5	-5	5	3	3	2	1
COCCNC(=O)CCCn1c(=O)c2cc(OC)c(OC)cc2n(CC(=O)c2ccccc2)c1=O	-8	-1	4	1	2	4	8	2	5
Cc1cccc(NC(=O)c2ccccn2)c1C	2	0	-2	3	6	14	3	-3	6
CC1CCCCC12NC(=O)N(CC(=O)NCc1ccccc1)C2=O (stereo not given)	·	·	·	-2	4	6	-9	·	2
Cc1ccc(NC(=O)CCc2nnc3ccc(N4CCN(C)CC4)nn23)cc1F	-3	-2	0	-3	0	5	0	-3	4
COc1cccc(NC(=O)c2cccc(Cl)c2)c1	1	-1	-3	0	7	11	-2	0	3
Cc1cc(O)c(Sc2ccccc2)c(=O)o1	10	0	-5	-5	·	·	·	4	3
COc1ccc(C(C#N)N2N=C(C)CC2c2ccccc2)cc1OC (stereo not given)	-4	-2	-3	1	-1	4	0	-5	-3
COCCCn1c(=O)c2ccccc2n(CC(=O)NC2CCCCC2)c1=O	0	1	-1	-1	1	0	-3	-3	6
Cc1ccc(Sc2ncccc2C(N)=O)cc1	0	-1	-1	-2	4	2	2	-4	-4
COc1cccc(/C=C2\SC(=S)N(CCC(=O)Nc3ccc(O)cc3)C2=O)c1	13	-8	-2	-11	-2	5	-1	-1	13
CC(C)Oc1cccc(C(=O)C2CCCN(Cc3ccc(Oc4ncccn4)cc3)C2)c1 (stereo not given)	-3	3	3	1	2	5	7	6	11
CC(C)(C)NC(=O)Nc1ccc(F)c(Cl)c1	9	4	5	-3	3	2	8	-10	0
O=C(c1ccccc1)c1ccc(OCCCN2CCCCC2)cc1	0	2	5	3	7	2	-8	2	0
CN1C(=O)NC(c2ccccc2Cl)C2=C1CC(C)(C)CC2=O (stereo not given)	6	3	1	0	6	4	11	2	-2
Cn1nnnc1Sc1ncnc2scc(-c3cccc(Br)c3)c12	·	·	·	14	-8	-10	-5	·	8
COc1ccc(P(=O)(COc2ccc([N+](=O)[O-])cc2)c2ccc(OC)cc2)cc1	5	-1	-2	1	2	1	-4	3	2
COc1ccc(Cn2nnnc2CN2CCOCC2)cc1	-1	-1	-6	0	1	2	1	6	-1
CCN1CCCC1CNC(=O)C(=O)NC(C)c1ccccc1 (stereo not given)	6	-1	4	-1	1	2	-1	-2	1
COc1cc(C(=O)OC(C)CN2C(C)CCCC2C)cc(OC)c1OC (stereo not given)	0	3	5	-2	-1	-1	0	-6	5
O=C(N=NC(=O)c1ccc2c(O)n(CC3CCCO3)c(O)c2c1)c1cccnc1 (stereo not given)	2	2	3	3	3	16	18	4	5
Cc1c(NC(=O)C2CCCNC2=O)c(=O)n(-c2ccccc2)n1C (stereo not given)	1	-1	4	-5	5	6	10	-5	-3
COc1ccc2oc(=O)c(-c3nnc(N)s3)cc2c1	1	4	10	-1	-4	11	-1	2	3
COC(=O)c1c(C)cc(C)c2c1CC(C)(C)C2=O	11	-5	-1	0	2	-2	-10	-3	0
CN1CCN(c2ncc3c(n2)CC(c2ccccc2F)CC3=O)CC1 (stereo not given)	-7	0	-6	1	8	8	0	5	7
COc1cc(OC)cc(-c2nnc(SCC(=O)Nc3ccc(C(=O)O)cc3)s2)c1	-2	-8	-8	-4	3	7	4	-13	-2
Cc1ccccc1C(=O)O/N=C(\N)c1ccc([N+](=O)[O-])cc1	3	1	9	4	5	8	-2	3	1
COc1ccc2c(c1)NC1(O)c3ccccc3C(=O)C21O (stereo not given)	7	0	-1	-3	7	12	0	0	3
COc1ccc(/C(=C/Nc2cccc(Br)c2)C(C)=O)cc1OC	-3	2	-1	-4	9	8	0	-1	3
COCCn1c(SCC(=O)Nc2cc(C)on2)nnc1C(C)C	3	0	0	-2	-4	1	6	-5	-1
N#C/C(=C/c1cn(-c2ccccc2)nc1-c1cccc(OCc2ccc(F)cc2)c1)C(=O)NCCCn1ccnc1	-15	-16	-35	2	-6	-7	-9	-19	-5
Cc1nnc(NCc2ccco2)s1	2	-1	4	2	1	1	5	4	2
O=C(CN1CCOCC1)Nc1ccc(NC(=O)c2ccccc2F)cc1	1	0	1	3	-2	-1	-9	3	4
Cc1ccc(CCNC(=O)C2CC(c3cccc(F)c3)=NO2)cc1 (stereo not given)	6	-5	-3	2	28*	7	3	2	-1
O=C1OC(c2ccccc2)=N/C1=C\C=C\c1ccco1	11	0	6	-1	1	-3	19	-2	7
COc1cccc(N(C(=O)c2ccn[nH]2)C2(C(=O)Nc3c(C)cccc3C)CCCCC2)c1	-8	-5	-1	2	7	-3	2	11	7
Cc1c(C(=O)NC(=S)Nc2ccc(NC(=O)c3cccs3)cc2)cccc1[N+](=O)[O-]	-7	-25	-10	-4	-1	8	-17	-12	-10
CCc1ccc(CNC(=O)C2CCCN(c3nn4c(=O)cc(C)nc4s3)C2)cc1 (stereo not given)	2	-2	4	0	2	-4	-3	8	3
Cc1cc(Nc2cccc(Cl)n2)n(-c2ccccc2)n1	-7	-2	-2	3	7	5	-1	-2	4
CCC1(C(=O)OC)NC(c2ccco2)C2C(=O)N(c3ccc(F)cc3)C(=O)C21 (stereo not given)	4	1	6	-5	4	-3	7	-1	2
CC(=O)OCc1cc(-c2nc3ccccc3[nH]c2=O)nn1-c1ccc(Cl)cc1	-2	-1	-7	-1	3	10	4	11	-1
CCOc1ccccc1OCC(=O)Nc1ccc(S(=O)(=O)Nc2nc(C)cc(C)n2)cc1	-3	-1	-2	5	1	2	-1	-1	2
CCOC(=O)c1ccc(/C=C2/C=C(c3ccccc3)N(c3ccc(Cl)c(C(=O)O)c3)C2=O)cc1	-10	-7	-10	-2	-1	2	-10	-10	3
CC1CC(C)CN(CC(=O)N2CCc3[nH]c4ccccc4c3C2)C1 (stereo not given)	4	1	4	6	0	-5	-2	-6	2
CS(=O)(=O)N(CC(=O)NCc1ccco1)c1cccc([N+](=O)[O-])c1	3	-1	1	0	4	8	1	1	5

A different layout for 11 compounds above:
Values run as follows: GSTO1 counter	LYPLA1 inh	LYPLA2 inh	PAD4 inh	PAFAH1B2 inh	PAFAH1B3 FP inh	PAFAH2 FP inh	PME-1 inh	pPAFAH FP inh
> Cc1nnc(NCc2ccco2)s1
→ 2	-1	4	2	1	1	5	4	2
> O=C(CN1CCOCC1)Nc1ccc(NC(=O)c2ccccc2F)cc1
→ 1	0	1	3	-2	-1	-9	3	4
> Cc1ccc(CCNC(=O)C2CC(c3cccc(F)c3)=NO2)cc1 (stereo not given)
→ 6	-5	-3	2	28*	7	3	2	-1
> O=C1OC(c2ccccc2)=N/C1=C\C=C\c1ccco1
→ 11	0	6	-1	1	-3	19	-2	7
> COc1cccc(N(C(=O)c2ccn[nH]2)C2(C(=O)Nc3c(C)cccc3C)CCCCC2)c1
→ -8	-5	-1	2	7	-3	2	11	7
> Cc1c(C(=O)NC(=S)Nc2ccc(NC(=O)c3cccs3)cc2)cccc1[N+](=O)[O-]
→ -7	-25	-10	-4	-1	8	-17	-12	-10
> CCc1ccc(CNC(=O)C2CCCN(c3nn4c(=O)cc(C)nc4s3)C2)cc1 (stereo not given)
→ 2	-2	4	0	2	-4	-3	8	3
> Cc1cc(Nc2cccc(Cl)n2)n(-c2ccccc2)n1
→ -7	-2	-2	3	7	5	-1	-2	4
> CCC1(C(=O)OC)NC(c2ccco2)C2C(=O)N(c3ccc(F)cc3)C(=O)C21 (stereo not given)
→ 4	1	6	-5	4	-3	7	-1	2
> CC(=O)OCc1cc(-c2nc3ccccc3[nH]c2=O)nn1-c1ccc(Cl)cc1
→ -2	-1	-7	-1	3	10	4	11	-1
> CCOc1ccccc1OCC(=O)Nc1ccc(S(=O)(=O)Nc2nc(C)cc(C)n2)cc1
→ -3	-1	-2	5	1	2	-1	-1	2

2 compounds picked at random from the list so far:
canonical_smiles	GSTO1 counter	LYPLA1 inh	LYPLA2 inh	PAD4 inh	PAFAH1B2 inh	PAFAH1B3 FP inh	PAFAH2 FP inh	PME-1 inh	pPAFAH FP inh
O=C(CN1CCOCC1)Nc1ccc(NC(=O)c2ccccc2F)cc1	1	0	1	3	-2	-1	-9	3	4
CCOC(=O)c1ccc(/C=C2/C=C(c3ccccc3)N(c3ccc(Cl)c(C(=O)O)c3)C2=O)cc1	-10	-7	-10	-2	-1	2	-10	-10	3

Carrying on:
canonical_smiles	GSTO1 counter	LYPLA1 inh	LYPLA2 inh	PAD4 inh	PAFAH1B2 inh	PAFAH1B3 FP inh	PAFAH2 FP inh	PME-1 inh	pPAFAH FP inh
Cn1c(=O)c2c(nc(N3CCCCC3)n2CC(O)COc2ccccc2)n(C)c1=O (stereo not given)	4	-1	7	4	6	3	3	-1	4
CCn1cc(CN2CCN(CCc3ccccc3)C(CCO)C2)c(C)n1 (stereo not given)	-5	1	0	-9	-5	5	-4	-2	3
COc1ccccc1CC(=O)Nc1cccc2c1CCCC2	-1	1	-4	-1	-4	11	-1	5	8
O=C(CSc1cccc2cccnc12)NCc1ccco1	0	1	6	-5	4	8	-5	1	0
CC1(C)CC[C@]2(C(=O)O)CC[C@]3(C)C(=CC[C@@H]4[C@@]5(C)CC[C@H](O[C@@H]6O[C@H](C(=O)O)[C@@H](O)[C@H](O[C@@H]7OC[C@H](O)[C@H](O)[C@H]7O)[C@H]6O)C(C)(C)[C@@H]5CC[C@]43C)[C@@H]2C1	·	·	·	-3	2	19	-15	·	-3
CC(=O)Nc1ccc(NC2=C/C(=N/S(=O)(=O)c3cccs3)c3ccccc3C2=O)cc1	87*	-2	8	65*	·	·	·	22	31*
CCc1nnc(NC(=O)C2CCN(S(=O)(=O)Cc3ccccc3)CC2)s1	1	-1	0	7	-2	4	8	3	3
N#Cc1cccc(NCC(=O)Nc2cccc(S(=O)(=O)N3CCCCC3)c2)c1	·	-5	-8	-1	5	2	7	9	-2
C=CCOc1ccc(CNCCO)cc1OCC	4	6	-4	0	0	1	-6	-6	-1
CC1=C([N+](=O)[O-])C(c2ccc(O)c(O)c2)NC(=O)N1 (stereo not given)	17	1	-2	-2	-5	3	-1	0	9
Cc1ccc(C2C(C=Nc3c(C)n(C)n(-c4ccccc4)c3=O)=C(c3ccccc3)Oc3ccccc32)cc1 (stereo not given)	1	0	4	-2	1	3	4	1	4
CC(=O)Nc1ccc(S(=O)(=O)N2CCN(c3nnnn3-c3ccccc3)CC2)cc1	-2	1	5	-8	0	3	3	-1	0
Cc1ccc(-c2cc(-c3n[nH]c(=S)n3C)c3ccccc3n2)cc1	8	0	-1	7	-4	17	-2	-3	6

These rows are one share of the data; rates above refer to the full screens.
